AHR act = activators of human aryl hydrocarbon receptor; 320,000 tested, 2.5% active; AID 2796; AHR-responsive luciferase reporter cells, luminescence; activation, % at 5 µM; in the data active = activation above about 47%;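 also: 0% = vehicle wells and 100% = reference agonist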
proCasp3 act = activators of human procaspase-3; P42574; AID 463141; recombinant procaspase-3 D3A, Ac-DEVD-pNA absorbance 405 nm; 330,000 tested, 0.11% active; activation, % at 8.5 µM;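 active = activation above the mean of all tested compounds plus 3 SD, cut at about 21% in these data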;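 also: 0% = DMSO alone and 100% = DMSO wells spiked with extra 5 µM PC-3 D3A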
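assay system = Procaspase-3 D3A mutant | signal = absorbance at 405 nm, 0 and 120 min | times = 1 h preincubation plus 2 h reaction at 25 °C | repeats = single replicate | read-out = % activation between DMSO and enzyme-spiked controls | medium = Zinc-free HEPES saline buffer with Triton X-100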
EBNA-1 inh = blocks EBNA-1 binding to DNA; 300,000 tested, 0.34% active; AID 1950; EBNA-1 DNA binding, fluorescence polarization; inhibition, % at 14.8 µM; in the data active = inhibition above about 28%
procasp7 counter = counter-screen for procaspase-3 activators: activators of human procaspase-7 | 330,000 tested, 0.093% active | recombinant procaspase-7, Ac-DEVD-pNA absorbance 405 nm; D23A/D198A/D206A triple mutant, cannot self-cleave; scale: DMSO 0, 5 µM enzyme 100 | P55210 | AID 463210 | activation, % at 8.5 µM;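 active = percent activation above the screen-wide mean plus 3 SD, cut at about 25% in these data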
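Assay system – Uncleavable procaspase-7 mutant enzyme · Quantity – 2 µM procaspase-7 mutant as dispensed · Times – 1 h preincubation, 2 h reaction · Dosing – single nominal 8.5 µM compound dose, 0.8% DMSO final · Buffer or medium – Zinc-free 50 mM HEPES buffer, pH 7.4, with NaCl and Triton X-100 · Detection – Epi-absorbance of released pNA at 405 nm, two timepoints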
RPL19A TOR yeast = alters RPL19A-GFP fluorescence in TOR pathway yeast screen; percent response vs DMSO, % at 10 µM; 330,000 tested, 0.3% active; S. cerevisiae RPL19A-GFP strain, flow cytometry, 3 h; hits give low values;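 active = percent response vs DMSO below 50%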;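 also: median channel GFP fluorescence of the barcoded RPL19A-GFP strain; ratio of sample median GFP to plate DMSO average so 100% = DMSO; lower means less RPL19A-GFP as with rapamycin TOR inhibition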
LAP4-GFP MLPCN = alters LAP4-GFP fluorescence in TOR pathway yeast screen. S. cerevisiae LAP4-GFP multiplex, flow cytometry GFP, 3 h; median GFP as percent of DMSO wells. GFP response vs DMSO, % at 10 µM. 320,000 tested, 0.34% active. AID 2023;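 active = GFP response vs DMSO above a set limit, about the screen mean plus 3 SD, cut at about 150% in these data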
MEP2-GFP yeast = alters MEP2-GFP fluorescence in TOR pathway yeast screen | S. cerevisiae MEP2-GFP strain, flow cytometry GFP, 3 h; 100% = DMSO control level | GFP response vs DMSO, % at 10 µM | 330,000 tested, 0.51% active | AID 2016;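 active = GFP response versus DMSO above a set limit, roughly screen mean plus 3 SD, cut at about 180% in these data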;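 also: median GFP fluorescence of the barcode-gated MEP2-GFP cells per well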
ZTA counter = ZTA (EBV) inhibition in EBNA-1 counter-screen; P03206; ZTA-DNA binding, fluorescence polarization; inhibition, % at 11 µM; 320,000 tested, 0.15% active; AID 2234; in the data active = inhibition above about 33%
Active calls of the source: *; · = not tested or not shown.

SMILES | AHR act | proCasp3 act | EBNA-1 inh | procasp7 counter | RPL19A TOR yeast | LAP4-GFP MLPCN | MEP2-GFP yeast | ZTA counter
CCOC(=O)CCNC(=O)N1CCCC(C(=O)c2cccc(OC(C)C)c2)C1 (stereo unspecified) | -1 | 3 | -6 | 18 | 105 | 91 | 110 | 13
CCOCc1cnc(C)nc1NCC(=O)c1c(C)[nH]c2ccccc12 | 3 | -10 | 6 | 10 | 103 | 98 | 90 | 8
CN1CCN(C(=O)c2cnn(-c3ccccc3)c2NC(=O)c2ccc(Br)cc2)CC1 | 4 | 1 | -11 | 5 | 96 | 89 | 98 | 5
Cc1ccc(SC(C)C(=O)Nc2c(C)n(C)n(-c3ccccc3)c2=O)cc1 (stereo unspecified) | 3 | 7 | 3 | 12 | 87 | 83 | 88 | -3
CCOc1ccc(S(=O)(=O)NCc2cccnc2)cc1C(C)C | 7 | 5 | 0 | 8 | 106 | 103 | 118 | 6
CCc1ccc2c(c1)cc(CN(C(=S)Nc1ccccc1Cl)C1CC1)c1nnnn12 | 3 | 1 | 6 | 3 | 105 | 105 | 111 | 8
O=C(c1ccco1)N1CCN(C(=O)N2CCCCC2)CC1 | 1 | -3 | 6 | 3 | 109 | 107 | 110 | -9
COc1cc2cc(CN(Cc3cccnc3)C(=O)Nc3ccccc3F)c(=O)[nH]c2cc1OC | 1 | -2 | -1 | 4 | 98 | 95 | 103 | 8
CC(=O)OC(C)(C)C#CCN1CCCC1 | 1 | 1 | 3 | 0 | 97 | 98 | 103 | 7
COc1ccc(C(=O)CSc2ccc(-c3ccc(C)cc3)nn2)cc1 | 19 | -7 | -2 | -2 | 95 | 98 | 100 | 6
COc1ccccc1OCC(=O)n1cc(C(=O)c2cc(Cl)cc(Cl)c2O)cn1 | 3 | 2 | -6 | 1 | 101 | 98 | 96 | -1
CCCCn1c(-c2nn(C)c(C)c2Cl)n[nH]c1=S | 1 | 0 | 8 | -5 | 89 | 105 | 99 | 8
COc1cc(/C=C/C(=O)OCC(=O)NCCN2C(=O)CSC2=O)ccc1OC(F)F | 3 | 0 | 0 | 6 | 99 | 102 | 95 | -3
CCOC(=O)c1ccc(S(=O)(=O)N2CCN(CC3CC=CCC3)CC2)cc1 (stereo unspecified) | -1 | 6 | 1 | 3 | 103 | 118 | 102 | 1
C/C(=N\NC(=O)c1cc(-c2ccc(Br)s2)[nH]n1)c1ccncc1 | 40 | -1 | -4 | 3 | 105 | 96 | 105 | 2
O=C(CSc1ccc2ccccc2c1Br)Nc1cccc(S(=O)(=O)NC2=NCCCCC2)c1 | 3 | -7 | 3 | 1 | 100 | 87 | 96 | 6
O=S(=O)(Nc1n[nH]c(C(F)(F)F)n1)c1ccccc1 | 2 | -7 | -4 | -8 | 104 | 108 | 108 | -14
Cc1ccc(S(=O)(=O)NC(=O)NC(C)(C)C)cc1 | -4 | 3 | 1 | 3 | 93 | 97 | 99 | 5
O=C(CS(=O)(=O)c1c[nH]c2ccccc12)N1CCCCC1 | 28 | 0 | 5 | 0 | 93 | 92 | 95 | 11
Cc1ccc(NC(=O)CC2C(=O)N(Cc3ccccc3)C(=S)N2NC(=O)c2cccc(F)c2)c(C)c1 (stereo unspecified) | 1 | -8 | 2 | -6 | 109 | 100 | 102 | 0
c1cc(CNC2=NCCCCC2)ccn1 | 2 | -5 | 7 | 5 | 99 | 108 | 101 | -2
COc1ccc(NC(=O)C/C(C)=N/NC(=O)c2cnccn2)c(OC)c1 | 10 | -8 | -7 | -9 | 102 | 97 | 108 | -2
COc1ccc(N(C(C)C(=O)N/N=C/c2cc(Br)c(C)o2)S(C)(=O)=O)cc1 (stereo unspecified) | 21 | 2 | -6 | 9 | 107 | 96 | 111 | -27
CCC(C)Sc1cccc(-c2nc3cc(C)ccn3c2NC2CCCCC2)c1 (stereo unspecified) | 19 | 1 | · | -25 | 97 | 110 | 91 | ·

Profiles, looked up by structure. Values in the order: AHR act | proCasp3 act | EBNA-1 inh | procasp7 counter | RPL19A TOR yeast | LAP4-GFP MLPCN | MEP2-GFP yeast | ZTA counter
COc1ccc(NC(=O)C/C(C)=N/NC(=O)c2cnccn2)c(OC)c1 is listed as 10 | -8 | -7 | -9 | 102 | 97 | 108 | -2
Cc1ccc(S(=O)(=O)NC(=O)NC(C)(C)C)cc1 is listed as -4 | 3 | 1 | 3 | 93 | 97 | 99 | 5
COc1cc(/C=C/C(=O)OCC(=O)NCCN2C(=O)CSC2=O)ccc1OC(F)F is listed as 3 | 0 | 0 | 6 | 99 | 102 | 95 | -3
CCOC(=O)c1ccc(S(=O)(=O)N2CCN(CC3CC=CCC3)CC2)cc1 (stereo unspecified) is listed as -1 | 6 | 1 | 3 | 103 | 118 | 102 | 1
CCC(C)Sc1cccc(-c2nc3cc(C)ccn3c2NC2CCCCC2)c1 (stereo unspecified) is listed as 19 | 1 | · | -25 | 97 | 110 | 91 | ·

Fetched one by one from the entries so far:
SMILES | AHR act | proCasp3 act | EBNA-1 inh | procasp7 counter | RPL19A TOR yeast | LAP4-GFP MLPCN | MEP2-GFP yeast | ZTA counter
CCC(C)Sc1cccc(-c2nc3cc(C)ccn3c2NC2CCCCC2)c1 (stereo unspecified) | 19 | 1 | · | -25 | 97 | 110 | 91 | ·
O=S(=O)(Nc1n[nH]c(C(F)(F)F)n1)c1ccccc1 | 2 | -7 | -4 | -8 | 104 | 108 | 108 | -14
Cc1ccc(S(=O)(=O)NC(=O)NC(C)(C)C)cc1 | -4 | 3 | 1 | 3 | 93 | 97 | 99 | 5

Remaining list, next part:
SMILES | AHR act | proCasp3 act | EBNA-1 inh | procasp7 counter | RPL19A TOR yeast | LAP4-GFP MLPCN | MEP2-GFP yeast | ZTA counter
Fc1ccc(OCc2nn3c(Cn4nnc5ccccc54)nnc3s2)cc1 | 3 | -2 | 14 | -14 | 100 | 100 | 99 | 1
CCOC(=O)[C@@H]1[C@H]2COc3cc(OC)ccc3[C@@H]2N2C(=O)N(c3ccc(OC)cc3)C(=O)[C@@]12C | 1 | 2 | · | 1 | 101 | 105 | 104 | ·
CN(Cc1ccc(F)cc1)C(=O)CNC(=O)c1ccc2c(c1)OCO2 | 5 | -3 | -1 | 2 | 91 | 92 | 97 | -7
COCCNC(=O)CN(C(=O)Cn1nnc2ccccc21)c1ccccc1C | -1 | -4 | -13 | 4 | 92 | 106 | 99 | 13
Nc1c(N(Cc2ccco2)C(=O)COc2ccccc2)c(=O)[nH]c(=O)n1Cc1ccccc1 | -1 | -6 | · | -8 | 100 | 101 | 102 | 13
COc1ccc(N2C(=O)CC(Nc3ccc(N4CCOCC4)cc3)C2=O)c(OC)c1 (stereo unspecified) | 4 | -5 | 8 | -11 | 97 | 91 | 90 | 8
O=C(NCc1ccccn1)c1ccc(CNS(=O)(=O)c2ccc(F)cc2)cc1 | -1 | 4 | 13 | -38 | 110 | 115 | 115 | 5
CCOc1ccc(C(C(=O)NC(C)(C)C)N(CCOC)C(=O)CCC(=O)Nc2nccs2)cc1 (stereo unspecified) | 0 | 2 | 7 | 4 | 90 | 99 | 102 | -1
CSc1nc(SC(C)C(=O)O)c2c3c(sc2n1)COC(C)(C)C3 (stereo unspecified) | 1 | -6 | 1 | 5 | 100 | 102 | 102 | 7
COC(=O)c1c(NC(=O)c2ccccc2C(=O)O)sc2c1CCC2 | 1 | 5 | 6 | 9 | 103 | 95 | 101 | -11
CS(=O)(=O)c1cccc(NC(=O)CSc2nnc3n2CCCCC3)c1 | -1 | 3 | · | -7 | 99 | 98 | 106 | 20
Cc1nnc(NS(=O)(=O)c2ccc(Br)cc2)s1 | -2 | -10 | 5 | 3 | 101 | 85 | 101 | 2
CCOC(=O)C1CCN(c2cc3c(cc2NC(=O)c2ccc(OC)c(OC)c2)n(C)c(=O)n3C)CC1 | 1 | 1 | -5 | 1 | 100 | 104 | 107 | -15
Cc1ccc(NS(=O)(=O)c2ccc(C(=O)NCCCN3CCCC3=O)cc2)cc1 | 2 | -2 | -6 | 3 | 102 | 111 | 106 | 0
COCCCNC(=S)NNC(=O)c1ccc(S(=O)(=O)N2CCC(C)CC2)cc1 | -2 | -5 | 8 | -1 | 98 | 103 | 96 | -11
Cc1ccc2nc(NC(=O)CSc3nnc(C)c(=O)n3N)sc2c1 | 11 | -1 | 5 | 1 | 110 | 108 | 98 | 5
CCOc1cc(C(=O)NC(C)C2CCCO2)cc(OCC)c1OCC (stereo unspecified) | 0 | 2 | -11 | 9 | 97 | 101 | 104 | 6
Cc1cc(C)n(CCc2nc(-c3cccs3)cs2)n1 | 5 | -4 | 6 | -11 | 106 | 102 | 104 | -8
COc1ccc(C)cc1NC(=O)CCNS(=O)(=O)c1ccc2c(c1)CC(C)N2C(C)=O (stereo unspecified) | 4 | 2 | 7 | -8 | 98 | 97 | 98 | -12
O=C(NC1CCCCC1)NC1CCN(CC(=O)N2CCOCC2)CC1 | 2 | 2 | -20 | -2 | 99 | 108 | 98 | 0
Cn1cnnc1SCC(=O)NN(c1ccccc1)c1ccccc1 | 0 | 3 | -5 | -6 | 104 | 99 | 111 | -12
Cc1cc(C)c2c(CC(=O)NN(C)C)coc2c1 | 1 | 4 | -2 | 5 | 90 | 92 | 90 | -11
Cc1nc(CS(=O)(=O)c2ccccc2)cc(N2CCN(c3ccccc3F)CC2)n1 | 0 | 3 | -1 | 1 | 101 | 105 | 99 | 21
N#Cc1cc([N+](=O)[O-])ccc1NC(=O)COC(=O)CCC1CCCCC1 | 2 | 8 | -3 | 5 | 97 | 82 | 92 | -14
CCc1nccn1S(=O)(=O)c1cc(OC)c(Cl)cc1OC | -2 | 0 | 8 | 15 | 101 | 94 | 107 | 18
CCOC(=O)c1sc(=NC(=O)c2cccc(OC)c2)n(C)c1C | 1 | 1 | 1 | 8 | 101 | 109 | 105 | 2
COc1cc(OC)cc(C(=O)NCCN2C(=O)S/C(=C\c3cccs3)C2=O)c1 | 7 | -11 | -2 | -2 | 95 | 88 | 99 | -3
COc1ccc(/C=N/NC(=S)Nc2ccccc2)cc1COc1ccc(F)cc1F | 15 | -1 | -12 | -6 | 98 | 89 | 94 | 5
Cc1ccc(NC(=O)CSc2nc(-c3ccco3)cc(C(F)(F)F)n2)cc1C | 0 | -4 | -6 | 0 | 105 | 101 | 101 | -1
Cc1ccccc1/C=C1\C(=O)Nc2ccc(F)cc21 | 9 | -1 | 0 | -4 | 101 | 97 | 105 | 0

Source: PubChem
